Myeloid diff 2: compounds promoting myeloid differentiation | ER-HoxA9 myeloid progenitors, lysozyme-GFP differentiation, flow cytometry | calls only at 10 µM | actives 1% (n = 360,000) | AID 624256;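 active = normalized GFP-positive differentiation at or above the plate's own cutoff, the solvent-only control mean plus 3 SD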;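 note: cells exposed to compound for four days before flow analysis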
b-catenin transl: beta-catenin nuclear translocation modulation; HeLa beta-catenin nuclear translocation, immunofluorescence imaging; nuclear translocation activity, % at 5 µM; AID 1665; actives 0.3% (n = 190,000);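 active = nuclear translocation activity above 50% at 5 µM, with a well cell count of 50 or more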;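 note: per-cell ratio of nuclear to cytoplasmic median beta-catenin stain intensity; plate controls were DMSO negative control for no effect and GSK-3 inhibitor IX positive control for full effect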
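System: Human HeLa cells, endogenous beta-catenin | Compound dosing: 5 µM primary, 0.02–20 µM confirmation | Timing: 24 h compound exposure at 37°C, 5% CO2 | Measured by: Fluorescence imaging of beta-catenin antibody stain plus DAPI | Read-out basis: % activation of per-cell nuclear versus cytoplasmic median beta-catenin signal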
Lipid droplet: hepatic lipid droplet formation modulation | AML12 mouse hepatocytes, oleate lipid droplets, BODIPY imaging | inhibition, % at 6.5 µM | actives 0.4% (n = 240,000) | AID 1656;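 active = lipid droplet intensity inhibited by at least 50%, with more than 500 cells counted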
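Material: mouse AML12 hepatocyte cell line, fixed after treatment; Timing: compound with oleate, overnight; Technique: high-content imaging of BODIPY-stained droplets and DAPI nuclei; Probe or stimulus: oleate, 100 µM final; Dosing: compound at 6.5 µM only.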
Dynein cargo inh: dynein cargo transport inhibition. 3617.4 mouse cells, GR-EGFP nuclear translocation imaging; test concentration mostly 20 µM; stimulated with dexamethasone, 1 µM; hits give low values. z-score, hits read low. actives 0.47% (n = 220,000). AID 1381;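 active = plate z-score of nuclear minus cytoplasmic receptor signal below a set negative limit, without overly bright fluorescence or cell loss, cut at about -3.5 in these data, passing the limit was not always enough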;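 note: z-score of nuclear minus cytoplasmic ring GR-EGFP intensity difference per well; some compounds called inactive have numbers as strong as hits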
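Also added: dexamethasone, 1.0 µM final. Medium: tet-free, stripped-serum medium. Detection: fixed, Hoechst-stained cells imaged at 10x for EGFP. Read-out: nuclear-to-cytoplasmic GR-EGFP distribution per well. Times: induction 48 h, compound 1 h, agonist 30 min.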
human PMI inhibition: inhibitors of human PMI, primary screen, biochemical, fluorescence intensity, coupled assay (AID 1209); purified PMI enzyme, coupled fluorescence intensity; higher % means a stronger effect; one-dose inhibition, % at 20 µM; IC50 in µM for titrated hits; actives 0.42% (n = 190,000); in the data active = inhibition above about 50%;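 note: plate controls were DMSO vehicle for no effect and wells lacking substrate for full effect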
TNAP activators: human TNAP enzyme activators, primary screen, biochemical, luminescent, no phosphate acceptor, uHTS (AID 1001) | purified TNAP, luminescent activation assay, no phosphate acceptor; higher activation fold means a stronger effect | activation fold at 20 µM, or EC50 in µM where a hit was titrated | actives 0.03% (n = 200,000); in the data active = activation fold from about 3, or a potency from the dose series; inactive = the rest, 99 in 100 with activation fold below about 1.6; note: many of its hits are not listed in these tables
T cell modulator: T cell immune modulation candidate; 2C CD8+ T cell-vesicle binding, flow cytometry; hits give low values; calls only at 7 µM; actives 0.068% (n = 330,000); AID 2052;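 active = response, share of CD8 T cells binding vesicles, and their 90th percentile fluorescence all below set limits, cut at about 80% in these data, passing the limit was not always enough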
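Benchmarks: naked versus QL9-loaded vesicles / Assay system: purified 2C TCR transgenic mouse naive CD8+ T cells / Technique: high-throughput flow cytometry with anti-B7-1 and anti-CD8 staining / Timing: Cell–vesicle co-incubation 1.5 h at 37 °C, staining 20 min on ice / Read-out: percent CD8+ FL2 mean versus row control / Probe or stimulus: QL9-loaded Drosophila micro-vesicles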
MT stabilizer: stabilizes microtubules in HeLa cells; HeLa tubulin immunostaining HCS, 24 h; share of cells brighter than vehicle mean+2SD; % tubulin-high responders, % at 10 µM; actives 0.83% (n = 200,000); AID 2205;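 active = plate Z-score above 3 for both tubulin-high and condensed-nucleus cell shares, with cell loss under 80%, at 10 µM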;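 note: anti alpha tubulin signal scored within the nucleus-defined area of each cell; some results filed as inactive read as strong as hits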
Insulin prom up: MIN6 insulin promoter up-regulation; MIN6 insulin promoter-GFP reporter, high-content imaging; hits give high values; z-score at 5 µM; actives 0.3% (n = 190,000); AID 1625;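 active = z-score above 3 at 5 µM with at least 500 cells counted in the well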
Dynein cargo inh cytoplasmic EGFP: further read-out of Dynein cargo inh, marked with its call; z-score; measured here: cytoplasmic GR-EGFP intensity; hits give high values
Dynein cargo inh nuclear GR-EGFP: also measured in Dynein cargo inh; calls as there; z-score; measured here: nuclear GR-EGFP intensity;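 lower value marks the stronger effect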
Dynein cargo inh cell count: further read-out of Dynein cargo inh, marked with its call; z-score; measured here: cell count per field
Insulin prom up cell count: also measured in Insulin prom up; calls as there; cell count; measured here: cytotoxicity, nuclei count;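 total cells summed across four imaged fields per well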
Lipid droplet cells 6.5 µM: further read-out of Lipid droplet, marked with its call; cell count; measured here: cell count, cytotoxicity flag;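 cells counted across two imaged fields per well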
b-catenin transl cell count 5 µM: recorded beside b-catenin transl, whose call it bears; cell count; measured here: cell count, cytotoxicity flag
T cell modulator vesicle-bound %: recorded beside T cell modulator, whose call it bears; double positive events, %; measured here: CD8+ vesicle-bound cell fraction;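 binding gate set so that unloaded-vesicle control wells show 10% double positive cells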
MT stabilizer Hoechst-high %: further read-out of MT stabilizer, marked with its call; % Hoechst-high responders; measured here: nuclear condensation Hoechst responders;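 share of cells brighter than vehicle mean plus two SD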
MT stabilizer cytotoxicity %: recorded beside MT stabilizer, whose call it bears; toxicity, %; measured here: cytotoxicity by cell density;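 0% = mean cell density of plate MIN control wells and 100% = no cells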
Myeloid diff 2 GFP+ MAC1+ %: further read-out of Myeloid diff 2, marked with its call; GFP+ MAC1+ double positive, %; measured here: differentiation confirmed by MAC1 staining
Numbers without * were called inactive; i = inactive; / = not tested or not shown.

SMILES | Myeloid diff 2 | Myeloid diff 2 GFP+ MAC1+ % | b-catenin transl | b-catenin transl cell count 5 µM | Lipid droplet | Lipid droplet cells 6.5 µM | Dynein cargo inh | Dynein cargo inh cytoplasmic EGFP | Dynein cargo inh nuclear GR-EGFP | Dynein cargo inh cell count | human PMI inhibition | TNAP activators | T cell modulator | T cell modulator vesicle-bound % | MT stabilizer | MT stabilizer Hoechst-high % | MT stabilizer cytotoxicity % | Insulin prom up | Insulin prom up cell count
CC(C)c1ccc(/C=C/C(=O)Nc2nn[nH]n2)cc1 | / | / | -0.8 | 1132 | 19 | 716 | 0.3 | -0.31 | 0.25 | -0.17 | -16% | 1.1 | i | 52 | 1.8 | 2.3 | 4.0 | / | /
Cn1cccc1Cc1nnc(SCC(=O)Nc2ccccc2)n1-c1ccc(F)cc1 | i | 2.3 | -0.9 | 1026 | 4 | 670 | -0.38 | -0.21 | 0.089 | 0.83 | 24% | 1.1 | i | 40 | 1.7 | 1.6 | 6.0 | 0.25 | 1418
Cc1cccc(Nc2c3c(nc4ncnn24)CCC3)c1 | i | 0.2 | 1.0 | 961 | 1 | 666 | -0.25 | -0.27 | 0.11 | 0.068 | -5% | 1.1 | i | 63 | 4.0 | 2.2 | 9.3 | -0.54 | 1574
Cc1ccccc1CNC(=O)c1ccccc1C(=O)O | i | 0.3 | 6.9 | 513 | 6 | 731 | 1.5 | 0.15 | 1.4 | -1 | -43% | 1.1 | i | 30 | 5.0 | 2.7 | 4.5 | / | /
COc1ccc(C(=O)NCc2ccc3c(c2)OCO3)cc1S(=O)(=O)N(C)Cc1ccccc1 | i | 1.3 | -1.9 | 1105 | -5 | 722 | -0.96 | -0.27 | -0.61 | 0.55 | 9% | 1.1 | i | 43 | 4.8 | 3.2 | 8.2 | -1.6 | 1550
CC(=O)NS(=O)(=O)c1cccnc1Nc1ccc(Cl)c(Cl)c1 | i | 0.4 | -2.6 | 1013 | -12 | 733 | -0.3 | -0.25 | -0.07 | 1.8 | 1% | 1 | i | 43 | 2.3 | 1.0 | 5.4 | 0.66 | 892
Cc1ccc(-c2nn(C)c(=O)c3ccccc23)cc1S(=O)(=O)NCCO | i | 5.2 | / | / | -5 | 780 | 1.3 | -0.23 | 0.95 | -0.95 | 14% | 1 | i | 36 | 2.5 | 3.9 | 80 | -0.02 | 1447
COC(=O)Cn1ncc2c3ccccc3n(Cc3ccccc3)c2c1=O | i | 3.0 | 0.5 | 1152 | 2 | 752 | 0.85 | -0.42 | 0.24 | -0.18 | 5% | 1.1 | i | 10 | 1.4 | 1.4 | 17 | -0.79 | 975
CN(C)CCNc1nc(-c2ccccc2)c2c(c1C#N)CC(C)(C)OC2 | i | 0.9 | / | / | 6 | 819 | -1 | -0.21 | -0.46 | 0.69 | -10% | 1 | i | 13 | 1.4 | 1.8 | 8.1 | -0.59 | 1033
O=C(OCC(=O)N1CCN(C(=O)c2ccco2)CC1)c1cn(-c2ccccc2)nc1-c1ccccc1 | i | 0.3 | 0.6 | 1139 | / | / | -0.88 | -0.11 | -0.45 | 0.53 | -13% | 1.1 | i | 31 | 1.8 | 1.2 | 1.5 | -1.3 | 1087
CN(C)C(CNc1ccc([N+](=O)[O-])cc1C#N)c1ccccc1 (stereo not drawn) | i | 0.4 | 1.1 | 1069 | 3 | 671 | 0.045 | -0.23 | -0.025 | 0.3 | -2% | 1.1 | i | 18 | 2.9 | 2.3 | 2.7 | / | /
N=c1c(C(=O)NCc2ccc3c(c2)OCO3)cc2c(=O)n3ccccc3nc2n1Cc1cccnc1 | i | 0.7 | / | / | 5 | 747 | -0.52 | -0.14 | 0.47 | 0.31 | 4% | 0.9 | i | 48 | 3.7 | 2.4 | 6.1 | -1.4 | 1274
CCOc1ccc2nc(NC(=O)c3ccoc3C)sc2c1 | i | 0.3 | -3.8 | 865 | / | / | -0.73 | -0.21 | -0.36 | 0.8 | -3% | 1.1 | i | 49 | 1.8 | 2.6 | 2.7 | 1.1 | 1169
COc1ccc(C2C(=O)N(C3CCCCC3)CC(=O)N2C2CCCC2)cc1 (stereo not drawn) | i | 6.1 | 5.1 | 1232 | / | / | -0.21 | -0.21 | -0.09 | 0.038 | 5% | 1.1 | i | 27 | 2.2 | 2.5 | 9.4 | -0.54 | 1600
CCCCC(=O)N/N=C(\C)c1cccc(NC(=O)C2CC2)c1 | i | 0.3 | -3.1 | 570 | 1 | 741 | -0.94 | -0.3 | -0.76 | 0.93 | -14% | 1 | i | 4 | 4.1 | 3.0 | 8.0 | 0.04 | 1195
Cc1ccc(NC(=O)CCc2nc3ccccc3s2)c(O)c1 | i | 0.7 | -1.7 | 1032 | 3 | 684 | -0.48 | -0.26 | -0.29 | 0.52 | 0% | 1 | i | 22 | 1.8 | 2.8 | 7.6 | 2.4 | 1152
COc1ccc(C(=O)NCCSc2ccccc2)cc1 | i | 0.1 | -2.0 | 1027 | -11 | 703 | -0.23 | -0.21 | 0.05 | 0.48 | 2% | 1.1 | i | 37 | 2.2 | 2.4 | 8.9 | -0.16 | 1454
O=C(c1n[nH]c(=O)c2ccccc12)N1CCN(C2c3ccccc3-c3ccccc32)CC1 | i | 1.1 | 0.9 | 1314 | / | / | -0.52 | -0.21 | -0.36 | 0.64 | 12% | 1.1 | i | 38 | 1.9 | 1.7 | 7.4 | -0.16 | 1489
Cn1c(CN2CCOCC2)nnc1SCc1ccccc1 | i | 0.9 | 1.4 | 1324 | / | / | -0.025 | 0.096 | 0.61 | 0.34 | -5% | 1.1 | i | 58 | 3.8 | 1.7 | 8.9 | -0.24 | 1626
Cc1ccc(C(=O)Nc2ccc(S(=O)(=O)N3CCc4ccccc4C3)cc2)o1 | i | 0.7 | 1.3 | 1081 | -3 | 723 | 0.98 | -0.15 | 0.41 | -0.93 | 23% | 1.1 | i | 7 | 4.1 | 2.4 | 6.8 | 0.12 | 1236
COc1ccccc1N1CCN(C(=O)/C=C/c2ccccc2)CC1 | i | 0.7 | -2.6 | 1363 | 2 | 774 | -0.44 | -0.26 | -0.66 | -0.0033 | 6% | 1.1 | i | 59 | 4.3 | 2.0 | 3.7 | -0.24 | 1127
CCOC(=O)Cn1nc(C)n(-c2ccc(Br)cc2)c1=O | i | 0.3 | -0.7 | 1504 | 6 | 722 | -0.6 | -0.29 | -0.31 | 0.75 | 6% | 1.1 | i | 63 | 2.2 | 2.3 | 6.4 | 0.52 | 1423
Cc1sc2ncn3ncnc3c2c1C | i | 0.3 | / | / | 14 | 683 | 0.31 | -0.16 | 0.56 | -0.17 | 10% | 1.1 | i | 4 | 1.4 | 0.6 | 30 | 0.07 | 1088
CCN1C(=O)/C(=C2/C=CC=CN2C)OC1=S | i | 1.2 | -5.1 | 999 | / | / | -0.28 | -0.25 | 0.17 | -0.027 | 0% | 1 | i | 28 | 4.7 | 3.0 | 10 | 0.9 | 1151
Cc1cs/c(=N/C(=S)Nc2ccccc2)n1C | i | 0.6 | 0.8 | 1178 | 23 | 634 | 0.37 | -0.19 | 0.37 | -0.29 | 16% | 1 | i | 37 | 3.0 | 2.5 | 6.9 | 0.23 | 1194
Cc1ccc(S(=O)(=O)N2CCN(S(=O)(=O)N3CCOCC3)CC2)cc1 | i | 1.4 | / | / | / | / | 0.35 | -0.24 | -0.72 | -0.27 | 13% | 1.1 | i | 66 | 3.3 | 1.2 | 5.5 | / | /
CC(C)(C)NC(=O)CCCCCCCC(=O)NC(C)(C)C | i | 0.1 | -2.2 | 1070 | -11 | 697 | 3 | -0.24 | 2.4 | -1.6 | 0% | 1.1 | i | 9 | 3.5 | 1.6 | 3.8 | / | /
CC(C)(C)C(=O)Nc1ccc(C(=O)N/N=C/c2ccccc2OC(=O)c2ccccc2)cc1 | i | 0.1 | 1.0 | 1348 | / | / | -0.54 | -0.26 | -0.16 | 0.37 | -4% | 1.2 | i | 52 | 1.4 | 1.9 | 4.7 | -0.72 | 1244
Cc1ccnc(NC(=O)C2CCN(S(=O)(=O)c3cccc4nsnc34)CC2)c1 | i | 1.1 | -1.1 | 1090 | 6 | 628 | 0.51 | -0.33 | 0.25 | -0.035 | 7% | 1.2 | i | 18 | 5.3 | 4.0 | 8.4 | -0.3 | 1884
O=C(O)CCC(=O)N(Cc1ccco1)c1nc(-c2ccccc2)cs1 | i | 2.2 | -2.4 | 888 | / | / | -0.17 | -0.22 | -0.13 | 0.57 | 2% | 1.1 | i | 37 | 1.2 | 1.2 | 9.6 | 0.37 | 1118

From PubChem

No enrichment for hits; any-hit rate near 3%.
